NFkB transloc inh – inhibitors of IL-1B driven NFkB p65 nuclear import, primary screen, imaging, HUVEC, IL-1B stimulus, high-content imaging | HUVEC IL-1B NFkB p65 nuclear translocation imaging | inhibition, % at 2 µM | actives 0.43% (n = 94,000) | AID 796, 2007;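 active means inhibition above about 30% together with a positive call from visual inspection of the well image, limit read from the data; inconclusive means inhibition above a set limit but visual check negative; inactive means inhibition not above a set limit, visual check negative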;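 further: nuclear over cytoplasmic p65 intensity ratio measured by imaging; 0% = IL-1B stimulated DMSO wells and 100% = unstimulated DMSO wells; values of inactives mirror those of a sister screen read the other way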
IL1B NFkB pot – enhancers of NFkB p65 translocation in HUVEC – imaging, IL-1B stimulus, high-content imaging, primary screen; HUVEC IL-1B NFkB p65 nuclear translocation imaging; actives 0.3% (n = 94,000); activation, % at 2 µM; AID 819, 2007;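 active means activation above 40%, about the mean plus 3 SD, also judged a hit on visual image review; inconclusive means activation above 40% but not a hit on visual review; inactive means activation not above 40% and no visual hit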;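 further: percent activation is computed from the nuclear over cytoplasmic p65 intensity ratio; values of inactives mirror those of a sister screen read the other way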
MRP resist rev – reversal of MRP1-mediated doxorubicin resistance, primary screen, H69AR cells, doxorubicin co-treatment; AID 602, 2007; differential viability (reversal), % at 10 µM; H69AR cells + 2 uM doxorubicin, CellTiter-Glo, 72 h; actives 0.04% (n = 85,000);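 active means viability drop by adding the cancer drug above about 55%, with treated viability meeting a 40% cutoff, limit read from the data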;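 further: viability without doxorubicin minus viability with 2 µM doxorubicin for each compound; larger differential means the compound sensitizes cells more to doxorubicin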
PLAP inhibitors HTS – PLAP enzyme inhibitors, biochemical, luminescence, HTS (AID 690); purified PLAP, luminescent substrate; higher % means a stronger effect; Alkaline phosphatase, placental type (Homo sapiens); inhibition, % at 20 µM, or IC50 in µM where a hit was titrated; actives 0.08% (n = 96,000); in the data active means a potency from the dose series; inactive means the rest, 99 in 100 with inhibition below about 30%; further: strong numbers were not always called active
Bcl-B displacement – displacers of TR3 peptide from Bcl-B, primary screen, selectivity assay for Bfl-1 inhibitor project, biochemical, fluorescence polarization | FP displacement of FITC-TR3 peptide from Bcl-B; higher % means a stronger effect | displacement, % at 20 µM; hits with a dose series show IC50 in µM | actives 0.11% (n = 96,000) | AID 748, 2007;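 active means displacement above 50% at 20 µM plus a fluorescence interference ratio under 1.5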;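 further: plate controls were wells without compound for no effect and wells lacking Bcl-B protein for full effect; a part of the inactive calls stands beside numbers as strong as those of hits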
MRP resist rev cytotoxicity – recorded beside MRP resist rev, whose call it bears; viability, %; H69AR cells, CellTiter-Glo, 72 h; measured here: cytotoxicity without doxorubicin
MRP resist rev with doxorubicin – also measured in MRP resist rev; calls as there; viability, %; measured here: viability with 2 uM doxorubicin; stronger effect = lower value
NFkB transloc inh cell count 2 µM – recorded beside NFkB transloc inh, whose call it bears; cell count; measured here: cells passing quality filter;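 raw number of nuclei counted in each imaged well without normalization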
IL1B NFkB pot cell count 2 µM – further read-out of IL1B NFkB pot, marked with its call; cell count; measured here: cells passing quality filter
* = called active by the depositor; ? = inconclusive; · = not tested or not shown. Not all compounds are listed, so the mix of outcomes need not match the whole.

SMILES	NFkB transloc inh	NFkB transloc inh cell count 2 µM	IL1B NFkB pot	IL1B NFkB pot cell count 2 µM	MRP resist rev	MRP resist rev cytotoxicity	MRP resist rev with doxorubicin	PLAP inhibitors HTS	Bcl-B displacement
O=C(CC1Nc2ccccc2NC1=O)c1ccccc1 (configuration not stated)	1.8	115	-1.8	115	5.9	81.2	75.3	26.3%	-89.4%
CC(C)CCNc1ncnc2c1nnn2Cc1ccccc1Cl	·	·	·	·	3.7	82.9	79.2	10.3%	-2.6%
CCCOc1cc(C)c(S(=O)(=O)N2CCN(C)CC2)cc1C	2.6	149	-2.6	149	7.2	94.0	86.8	-49.2%	-4.9%
N#Cc1cc([N+](=O)[O-])ccc1Oc1cccc(/C=N/NC(=O)c2cccc(Cl)c2)c1	-16.9	129	16.9	129	·	·	·	-0.6%	-12.2%
O=C1CCCC/C1=C\Nc1ccc(Cl)cn1	0.6	125	-0.6	125	·	·	·	8.0%	-7.8%
COc1ccc(-c2nnc(NC(=O)C3CCCO3)s2)cc1 (configuration not stated)	8.9	182	-8.9	182	3.0	85.8	82.9	-8.5%	4.1%
CCOC(=O)/C=c1\sc2n(c1=O)CCN=2	2.5	137	-2.5	137	7.9	97.0	89.1	11.1%	4.9%
CCCn1c(SCC(=O)OCc2ccccc2)nc2c1c(=O)n(C)c(=O)n2C	5.1	71	-5.1	71	13.4	87.3	73.9	-34.2%	-0.5%
O=C(Cn1nnc2c(cnn2-c2ccc(F)cc2)c1=O)c1ccccc1F	-1.2	13	1.2	13	-3.0	81.4	84.4	12.1%	4.5%
CCCOC(=S)Nc1ccccc1	2.2	195	-2.2	195	-3.0	99.0	102.0	-1.2%	3.6%
COc1ccccc1/C=N/n1c(N)c(C(=O)NC2CCCCC2)c2nc3ccccc3nc21	1.6	119	-1.6	119	·	·	·	-1.5%	-18.7%
Cc1ccc(N(C(=O)c2ccc(Br)o2)C2C=CS(=O)(=O)C2)cc1 (configuration not stated)	28.7	138	-28.7	138	13.0	95.7	82.7	18.0%	-1.8%
COc1ccccc1NC(=O)CSc1nc2sc(C)c(C)c2c(=O)n1Cc1ccco1	-3.4	146	3.4	146	-7.9	58.9	66.8	-67.8%	-15.4%
CC1CCN(CCNC(=O)CN(C)S(=O)(=O)c2cccc3nsnc23)CC1	-38.4	132	38.4	132	7.2	100.7	93.5	-18.1%	-6.4%
CCc1ccc(NC(=O)CCN2C(=O)c3cccnc3C2=O)cc1	-5.8	156	5.8	156	·	·	·	-7.1%	-4.6%
O=[N+]([O-])c1ccc(Sc2cccc3cccnc23)cc1	-5.8	175	5.8	175	-5.8	97.3	103.0	22.9%	-10.2%
CCOC(=O)c1oc2ccc(S(=O)(=O)n3nc(-c4ccc(Cl)cc4)cc3N)cc2c1C	9.5	159	-9.5	159	·	·	·	-19.0%	4.7%
CCc1[nH]nc2c1C(c1cccc(OC(=O)N3CCOCC3)c1)C(C#N)=C(N)O2 (configuration not stated)	-4.3	120	4.3	120	23.6	106.1	82.6	-40.5%	-8.9%
Oc1ccc(CN2CCN(Cc3ccccc3)CC2)c2cccnc12	-24.9	88	24.9	88	-0.2	2.0	2.2	·	-9.6%
O=C(c1cc2ccccc2o1)N1CCN(S(=O)(=O)c2cccs2)CC1	-23.6	134	23.6	134	5.3	92.1	86.8	5.5%	-21.3%
CCOC(=O)C1=NNC2C(=O)N(CC)C(=O)C12 (configuration not stated)	25.8	65	-25.8	65	10.5	109.3	98.8	-28.4%	12.5%
O=C(Nc1ccc(N2CCOCC2)nc1)c1ccc(Cl)cc1	14.0	125	-14.0	125	·	·	·	5.9%	5.0%
Cc1ccc(Cn2c(CN(C)Cc3ccccc3)nc3c2c(=O)n(C)c(=O)n3C)cc1	-13.7	113	13.7	113	-8.1	79.3	87.4	-52.7%	-29.9%
COc1cc(CC(=O)OCC(=O)Nc2ccc(S(=O)(=O)N3CCCC3)cc2)cc(OC)c1OC	-2.5	105	2.5	105	-10.4	97.2	107.6	-22.5%	2.7%
c1ccc(Cn2c(NCc3ccco3)nc3ccccc32)cc1	·	·	·	·	16.0	89.3	73.2	-36.6%	-0.9%
N#Cc1cccc(-n2c(-c3ccccc3)nnc2-c2ccccc2)c1C#N	2.3	131	-2.2	131	8.8	79.3	70.5	24.4%	-8.8%
O=[N+]([O-])c1ccc(/C=N/n2c(COc3ccccc3)n[nH]c2=S)cc1	3.0	137	-3.0	137	·	·	·	11.3%	7.5%
COc1ccc(C(C)=O)cc1CN1C(=O)NC2(CCCCCC2)C1=O	10.5	141	-10.5	141	·	·	·	-8.6%	11.2%
O=C(NCc1ccc(F)cc1)c1cc2sccc2n1Cc1ccc(F)cc1	-5.7	98	5.7	98	2.5	51.2	48.6	·	·
O=C(CCC(=O)c1cccs1)NCc1ccccc1	-1.0	141	1.0	141	0.2	92.1	91.9	·	·
CCCn1c(SCC(=O)c2ccc3c(c2)OCCO3)nnc1-c1ccco1	-43.8	184	?	·	2.1	91.7	89.7	-33.8%	7.8%
CC1CCCN(C(=O)C2CCN(CC(C)c3ccccc3)CC2)C1 (configuration not stated)	2.3	109	-2.3	109	19.1	103.4	84.3	·	·
Cc1nnc(SCC(=O)Nc2sc3c(c2C(N)=O)CCCC3)[nH]c1=O	-2.9	86	2.9	86	2.4	91.0	88.6	-10.0%	-8.0%
O=C(N/N=C/c1ccc(Cl)cc1)c1cc2c(s1)-c1ccccc1CC2	6.2	113	-6.2	113	·	·	·	20.6%	-7.7%
CC1CCC(=C(C#N)c2nc(-c3cc4ccccc4oc3=O)cs2)CC1 (configuration not stated)	-0.9	112	0.9	112	·	·	·	-22.5%	-17.7%
CCN1CCN(C(c2cccs2)C(C)NC(=O)c2ccco2)CC1 (configuration not stated)	·	·	·	·	19.8	100.3	80.5	2.8%	4.8%
CC(=O)Nc1ccc(C(=O)N(C)c2ccccc2)cc1	-12.3	185	12.3	185	-8.5	93.8	102.3	8.2%	-7.6%
Cc1ccc(-c2nc3ccccc3s2)cc1S(=O)(=O)N1CCCC1	7.5	193	-7.5	193	-36.6	32.4	69.0	-60.5%	-13.4%
CCOCC(=O)Nc1sc2c(c1C(=O)OCC)CCCC2	31.1*	8*	-31.1	8	6.7	98.7	92.0	·	·
O=C1NC2(CCCCC2)Oc2ccccc21	-10.9	155	10.9	155	1.1	100.8	99.7	-9.7%	-3.3%
CCNS(=O)(=O)c1ccc(NC(=O)c2ccccc2OCC)cc1	-20.3	129	20.3	129	3.4	94.2	90.8	1.9%	7.2%
COc1ccc2nc(SCC(=O)Nc3ccccc3C)[nH]c2c1	9.1	191	-9.1	191	-0.3	69.3	69.6	-38.0%	-9.7%
COc1ccc(NC(=O)C(c2ccc(C)cc2)N(C)C(=O)c2cnccn2)cc1 (configuration not stated)	·	·	·	·	-1.6	97.0	98.6	-62.7%	-0.9%
Cc1ccc(S(=O)(=O)c2cc3c(=O)n4ccccc4nc3n(C)c2=N)cc1	·	·	·	·	-13.9	59.6	73.5	-4.1%	-0.2%
COc1ccc(C2=NOC(C(=O)Nc3ccc(C)cc3)C2)cc1OC (configuration not stated)	-0.5	191	0.5	191	5.5	95.7	90.1	0.5%	9.9%
C=C(C)COc1ccc(-c2nc(N)ncc2Oc2ccccc2OC)c(O)c1	7.9	92	-7.9	92	2.4	80.6	78.2	4.3%	-11.0%
O=C(Nc1cccc(C(F)(F)F)c1)c1cccnc1N1CCN(c2ccccc2)CC1	0.7	143	-0.7	143	9.4	95.2	85.8	-62.2%	-4.8%
N#Cc1c(N)sc2c1CCCCCC2	·	·	·	·	11.1	100.7	89.6	27.4%	6.5%

Individual results from above.
Bcl-B displacement, CCNS(=O)(=O)c1ccc(NC(=O)c2ccccc2OCC)cc1 reads 7.2%
MRP resist rev cytotoxicity, O=C(Nc1cccc(C(F)(F)F)c1)c1cccnc1N1CCN(c2ccccc2)CC1 reads 95.2
NFkB transloc inh, Cc1ccc(-c2nc3ccccc3s2)cc1S(=O)(=O)N1CCCC1 reads 7.5
MRP resist rev with doxorubicin, COc1ccc(NC(=O)C(c2ccc(C)cc2)N(C)C(=O)c2cnccn2)cc1 (configuration not stated) reads 98.6
MRP resist rev cytotoxicity, CCOCC(=O)Nc1sc2c(c1C(=O)OCC)CCCC2 reads 98.7

Not a retest: entries from further up.
SMILES	NFkB transloc inh	NFkB transloc inh cell count 2 µM	IL1B NFkB pot	IL1B NFkB pot cell count 2 µM	MRP resist rev	MRP resist rev cytotoxicity	MRP resist rev with doxorubicin	PLAP inhibitors HTS	Bcl-B displacement
O=C(Nc1cccc(C(F)(F)F)c1)c1cccnc1N1CCN(c2ccccc2)CC1	0.7	143	-0.7	143	9.4	95.2	85.8	-62.2%	-4.8%
N#Cc1c(N)sc2c1CCCCCC2	·	·	·	·	11.1	100.7	89.6	27.4%	6.5%

The results go on.
SMILES	NFkB transloc inh	NFkB transloc inh cell count 2 µM	IL1B NFkB pot	IL1B NFkB pot cell count 2 µM	MRP resist rev	MRP resist rev cytotoxicity	MRP resist rev with doxorubicin	PLAP inhibitors HTS	Bcl-B displacement
Cc1cc(C)c(NC(=S)N2CCC(N(C)CC3CCCO3)CC2)c(C)c1 (configuration not stated)	3.4	140	-3.4	140	2.5	99.7	97.2	-38.7%	-26.5%
COCc1n[nH]c(=S)n1-c1ccccc1	2.4	177	-2.4	177	-16.1	100.9	117.0	18.6%	3.1%
CCOC(=O)CSc1nnc(-c2ccoc2C)n1-c1ccc(OCC)cc1	-0.6	141	0.6	141	-0.4	95.3	95.7	-35.6%	-50.6%
COc1ccc(S(=O)(=O)n2nc(OC(=O)c3ccco3)cc2N)cc1	6.0	153	-6.0	153	-2.3	86.7	89.0	-2.4%	2.0%
COc1ccccc1-n1c(C)cc(SC)c(C(C)=O)c1=S	0.0	186	0.0	186	·	·	·	15.0%	5.5%
CN1C=CC2=C(C#N)C(N)C(C#N)(C#N)C(c3ccccc3)C2C1 (configuration not stated)	1.6	108	-1.6	108	18.9	77.0	58.2	6.8%	0.0%
CC1=C(C)CC(C(=O)NNC(=O)c2ccccc2)C(C(=O)O)C1 (configuration not stated)	-5.6	124	5.6	124	·	·	·	13.2%	-5.0%
COc1cc(OC)nc(NC(C)=O)n1	3.6	138	-3.6	138	-6.9	90.8	97.7	-6.4%	-10.8%
Cc1ccc(SCc2nc3ccccc3n2CC(=O)Nc2ccccc2)cc1	5.7	177	-5.7	177	·	·	·	11.6%	-6.3%
CCN(CC)CCCN1C(=O)c2oc3ccccc3c(=O)c2C1c1cccc(OC)c1OC (configuration not stated)	·	·	·	·	4.6	91.3	86.8	-54.4%	-6.2%
Cc1ccc2cccnc2c1NC(=S)NC(=O)c1ccccc1	·	·	·	·	·	·	·	-92.1%	-2.2%
CCNc1nc(NC(C)C)nc(N(C#N)CCOc2ccccc2)n1	3.0	154	-3.0	154	-5.1	27.4	32.5	-9.5%	-202.1%
COC(=O)c1[nH]c(C)c(/C(O)=C2\C(=O)C(=O)N(CCCN3CCOCC3)C2c2ccccn2)c1C (configuration not stated)	11.7	177	-11.7	177	10.7	104.2	93.5	-57.2%	-1.8%
COc1cccc(NC(=O)N(CCCN2CCOCC2)C(C)c2cc3cccc(OC)c3o2)c1 (configuration not stated)	-6.7	89	6.7	89	-3.0	71.2	74.2	-55.8%	-0.5%
Cc1ccc(CC(=O)N2CCN(c3ccccn3)CC2)cc1	-33.8	177	33.8	177	29.4	112.0	82.6	1.0%	10.1%
C/C(=N\NC(=S)Nc1cccc(C)c1)c1ccccc1	-6.4	140	6.4	140	·	·	·	6.4%	-7.2%
O=C(Cc1ccc(-n2cccc2)cc1)N1CCc2ccccc21	-5.5	84	5.5	84	-5.1	83.1	88.2	16.0%	6.6%
O=C(Cc1ccccc1)NCC(=O)N1CCCCCC1	2.8	86	-2.8	86	15.8	113.2	97.5	-5.1%	-3.6%
COc1ccc(CNC(=O)C2COc3ccccc3O2)cc1 (configuration not stated)	-3.8	148	3.8	148	0.1	97.5	97.4	·	·
Cc1ccc(C(=O)Nc2c(-c3cccs3)nc3cc(C)ccn23)cc1	2.9	153	-2.9	153	·	·	·	-2.5%	0.6%
